RORa activator – RORA (human) activation; P35398; 1.5% of 65,000 active; CHO-K1 Gal4-RORA LBD luciferase reporter, luminescence; percent increase over mock-subtracted basal signal; activation, % at 10 µM;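 active = activation above the mean of all tested compounds plus 3 SD, cut at about 49% in these data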;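 also: 0% = DMSO-treated RORA cells and 100% = added signal equal to DMSO minus mock-transfected cells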
HTR1E antagonist – 5-HT1E (human) receptor antagonism. 0.99% of 65,000 active. inhibition, % at 6 µM. CHO 5-HT1E Ga15 NFAT-bla reporter, FRET, antagonist. P28566. AID 571;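 active = inhibition above a set limit, the mean inhibition across every tested compound plus 3 SD, cut at about 29% in these data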;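 also: signal is the 460 over 535 nm emission ratio of beta-lactamase substrate; 0% = agonist plus DMSO wells and 100% = wells without agonist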
Target sequence (P28566 whole entry, looked up): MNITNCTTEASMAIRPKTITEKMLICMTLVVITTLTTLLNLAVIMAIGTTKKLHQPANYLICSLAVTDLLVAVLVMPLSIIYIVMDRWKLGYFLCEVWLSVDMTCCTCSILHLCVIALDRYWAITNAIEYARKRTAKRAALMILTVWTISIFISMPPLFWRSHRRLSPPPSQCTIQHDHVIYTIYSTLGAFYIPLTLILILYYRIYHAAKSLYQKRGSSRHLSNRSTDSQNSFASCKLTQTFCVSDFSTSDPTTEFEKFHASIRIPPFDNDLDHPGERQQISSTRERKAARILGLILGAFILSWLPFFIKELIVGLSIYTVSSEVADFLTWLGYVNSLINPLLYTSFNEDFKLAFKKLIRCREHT
5HT1a ag – 5-HT1a (human) receptor agonism; CHO 5-HT1a Ga15 NFAT-bla reporter, FRET ratio; 0% basal, 100% maximal reference agonist; 0.56% of 65,000 active; P08908; activation, % at 10 µM; AID 567;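 active = activation above the screen-wide mean activation plus 3 SD, cut at about 19% in these data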;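 also: 0% = DMSO wells and 100% = 5-CT at EC100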
Target sequence (P08908 whole entry, looked up): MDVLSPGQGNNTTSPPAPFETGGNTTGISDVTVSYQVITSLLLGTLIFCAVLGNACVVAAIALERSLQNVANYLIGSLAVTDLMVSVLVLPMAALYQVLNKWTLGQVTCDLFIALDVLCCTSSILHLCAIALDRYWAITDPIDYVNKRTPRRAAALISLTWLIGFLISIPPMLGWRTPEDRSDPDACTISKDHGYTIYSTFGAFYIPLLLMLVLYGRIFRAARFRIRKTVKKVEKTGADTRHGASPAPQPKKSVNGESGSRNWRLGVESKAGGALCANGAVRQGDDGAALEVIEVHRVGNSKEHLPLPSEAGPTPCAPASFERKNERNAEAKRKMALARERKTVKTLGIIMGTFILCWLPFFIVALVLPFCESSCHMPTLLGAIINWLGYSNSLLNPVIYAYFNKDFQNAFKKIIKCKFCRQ
SF1 activator – activators of human nuclear receptor SF-1 | CHO-K1 Gal4-SF-1 LBD luciferase reporter; % increase over DMSO SF-1-specific signal | activation, % at 10 µM | 1.9% of 65,000 active;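 active = activation above the mean activation of all tested compounds plus 3 SD, cut at about 50% in these data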
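Assay system: CHO-K1 cells co-transfected with Gal4 DBD–human SF-1 LBD, 5xGal4 luciferase reporter; doses: 10 µM only; incubation: 20 h compound exposure at 37 °C after 1 h cell settling; signal: luciferase light emission; evaluation: percent activation versus DMSO; repeats: one test per compound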
NADH coupling – blocks coupling enzymes of NAD/NADH assays | coupled PK/LDH NADH assays, four targets | IC50, µM (series often up to 10 µM), inactives show at the highest dose inhibition | 0.02% of 65,000 active | AID 774;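 active = single-dose screening hits from any of four coupled enzyme assays that gave an IC50 when retested across doses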;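 also: the DPM-DC format reads NADH fluorescence rather than 340 nm absorbance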
HTR1E agonist – activates the human 5-HT1E serotonin receptor. 0.69% of 65,000 active. CHO 5-HT1E Ga15 NFAT-bla reporter, FRET; 0% DMSO wells, 100% control agonist wells. activation, % at 6 µM. AID 574. P28566;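 active = activation above a set limit, the screen-wide mean activation plus 3 SD, cut at about 8.5% in these data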;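 also: 100% = positive control agonist at 1 µM giving full maximal response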
5HT1a antag – blocks the human serotonin 5-HT1a receptor. CHO 5-HT1a Ga15 NFAT-bla reporter, antagonist mode. P08908. 0.68% of 62,000 active. inhibition, % at 10 µM. AID 612;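 active = inhibition above the mean of all tested compounds plus 3 SD, cut at about 43% in these data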;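 also: receptor stimulated by 5-CT agonist at 100 nM near EC80; beta-lactamase reporter measured by ratiometric fluorescence of a cleavable substrate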
tolC growth inh – blocks growth of E. coli BW25113 tolC mutant | OD615 | 2.2% of 65,000 active | growth inhibition, % at 10 µM (by protocol) | AID 573;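 active = growth inhibition at or above a cutoff equal to the mean over every tested compound plus 3 SD, cut at about 60% in these data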;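 also: growth measured after 20 h incubation at 37 °C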
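Test system: E. coli BW25113 ΔtolC::kan bacteria | Medium: Kanamycin-containing LB broth (50 µg/mL) | Dosing: One dose of 10 µM final | Times: 20 h incubation with compound, 37 °C | Detection: Optical density read at 615 nm | Read-out basis: Percent growth inhibition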
MMP13 inh – blocks human MMP13 activity | P45452 | MMP-13 fTHP FRET cleavage, Mca fluorescence | inhibition, % at 4 µM | 0.07% of 65,000 active;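 active = inhibition above the mean of compound-free control plate wells plus 3 SD, cut at about 14% in these data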;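 also: 0% = DMSO wells and 100% = wells with reference MMP-13 inhibitor after basal subtraction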
Active calls of the source: *; · = not tested or not shown; [ ] = remark or other dose.

SMILES	RORa activator	HTR1E antagonist	5HT1a ag	SF1 activator	NADH coupling	HTR1E agonist	5HT1a antag	tolC growth inh	MMP13 inh
CC(=O)c1cccc(NC(=O)COc2ccc(S(=O)(=O)N3CCCCC3)cc2)c1	2.2	2.0	-0.3	2.9	0.0%	0.1	-0.5	11.9	0.7
COC(=O)CCC(=O)c1oc2ccc(Cl)cc2c1NC(=O)CCCN1C(=O)c2ccccc2C1=O	25.2	-7.1	2.2	-15.9	3.0%	-0.5	-2.3	6.2	0.7
Cc1cc(NC(=O)Nc2cccc(C(F)(F)F)c2)no1	5.8	20.5	-1.7	-18.8	3.0%	-2.1	11.3	12.2	6.3
Cc1ccccc1-c1coc2cc(O)ccc2c1=O	-14.5	-4.0	-1.2	9.6	9.0%[fluoresces]	-0.7	-1.8	11.0	-48.5
COc1ccc(N2CC(C(=O)NCCCN3CCOCC3)CC2=O)cc1 (centres undefined)	-17.5	1.3	-1.9	20.3	17.0%	-0.7	-16.2	-5.0	-1.7
CCSc1nnc(Cc2cc(=O)[nH]c(=O)[nH]2)n1-c1cccc(C)c1	-11.6	-4.2	-1.2	7.5	5.0%	0.0	0.5	-16.2	2.5
CCN(CC)CCn1c(SCC(=O)NCc2ccco2)nc2c(sc3ccccc32)c1=O	-7.5	1.6	-1.4	10.2	3.0%	0.1	-4.3	-1.3	-10.5
CCC(Cc1ccccc1)NC(=O)CN1C(=O)CSc2ncccc21 (centres undefined)	12.5	26.8	-0.3	-0.9	7.0%	-1.8	7.6	-10.9	1.0
O=C1CCCc2nc(N3CCN(Cc4ccccc4)CC3)ncc21	-10.2	-4.3	-1.1	4.7	7.0%	0.4	-0.2	-13.2	1.6
CCc1cc2c(=O)c(-c3nc4ccccc4[nH]3)coc2c(CN2CCCC(C)C2)c1O (centres undefined)	20.5	4.0	3.2	3.0	8.0%	1.3	-14.7	9.0	-6.3
COc1cccc(OCCn2ccnc2)c1	-0.8	-4.1	-1.6	2.9	2.0%	-0.4	1.5	-6.7	3.8
CN1CCc2c(sc3c2C(=O)NC(c2cn(Cc4ccccc4)c4ccccc24)N3)C1 (centres undefined)	-20.3	6.2	0.3	-1.6	11.0%	2.4	5.8	47.4	-13.9
CCN(CC)c1ccc(C=Nc2ccc(C#N)cc2)c(O)c1	0.3	2.7	0.0	-4.8	10.0%	-0.9	7.8	7.3	-3.0
CSc1ccccc1C(=O)Nc1cccc(C(C)O)c1 (centres undefined)	-26.3	-6.7	-0.4	4.8	4.0%	-0.8	-13.3	4.4	2.1
Cc1nc(C)c(C(=O)C2=C(O)C(=O)N(CCN(C)C)C2c2cccs2)s1 (centres undefined)	1.0	7.4	-0.6	3.4	8.0%	0.9	-10.7	-18.9	-2.6

Four entries from above in a different format:
> CC(=O)c1cccc(NC(=O)COc2ccc(S(=O)(=O)N3CCCCC3)cc2)c1
  RORa activator = 2.2 | HTR1E antagonist = 2.0 | 5HT1a ag = -0.3 | SF1 activator = 2.9 | NADH coupling = 0.0% | HTR1E agonist = 0.1 | 5HT1a antag = -0.5 | tolC growth inh = 11.9 | MMP13 inh = 0.7
> COC(=O)CCC(=O)c1oc2ccc(Cl)cc2c1NC(=O)CCCN1C(=O)c2ccccc2C1=O
  RORa activator = 25.2 | HTR1E antagonist = -7.1 | 5HT1a ag = 2.2 | SF1 activator = -15.9 | NADH coupling = 3.0% | HTR1E agonist = -0.5 | 5HT1a antag = -2.3 | tolC growth inh = 6.2 | MMP13 inh = 0.7
> Cc1cc(NC(=O)Nc2cccc(C(F)(F)F)c2)no1
  RORa activator = 5.8 | HTR1E antagonist = 20.5 | 5HT1a ag = -1.7 | SF1 activator = -18.8 | NADH coupling = 3.0% | HTR1E agonist = -2.1 | 5HT1a antag = 11.3 | tolC growth inh = 12.2 | MMP13 inh = 6.3
> Cc1ccccc1-c1coc2cc(O)ccc2c1=O
  RORa activator = -14.5 | HTR1E antagonist = -4.0 | 5HT1a ag = -1.2 | SF1 activator = 9.6 | NADH coupling = 9.0%[fluoresces] | HTR1E agonist = -0.7 | 5HT1a antag = -1.8 | tolC growth inh = 11.0 | MMP13 inh = -48.5

The listing continues:
SMILES	RORa activator	HTR1E antagonist	5HT1a ag	SF1 activator	NADH coupling	HTR1E agonist	5HT1a antag	tolC growth inh	MMP13 inh
Cc1ccc(CCNC(=O)NC(C)(C)C)cc1	31.7	18.0	-5.2	16.7	1.0%	-0.6	3.1	-3.2	1.6
Cc1cc(=O)[nH]c(SCc2nc3ccccc3s2)n1	-20.4	-6.4	-5.4	-13.4	4.0%	-0.8	0.0	3.6	1.0
COc1cc(C2C(C#N)=C(N)Oc3c2oc(CO)cc3=O)cc(OC)c1OC (centres undefined)	21.2	5.3	-0.8	4.1	6.0%	0.7	2.0	-22.3	3.2
CCOC(=O)C1=C(C)NC(SCC(=O)OC)=C(C#N)C1c1ccc(C(=O)OC)cc1 (centres undefined)	-9.7	17.1	1.7	-2.8	7.0%	0.2	-0.6	28.6	2.6
COC(=O)c1cc(NC(=O)Cn2c(=O)cnc3ccccc32)cc(C(=O)OC)c1	-9.9	9.3	-3.1	-1.5	8.0%	-1.2	10.8	1.3	-12.4
COc1ccc(S(N)(=O)=O)cc1C(=O)NCC1(N2CCCCC2)CCCCC1	-1.1	-9.4	-2.2	-3.0	8.0%	3.2	-5.8	-10.5	2.9
COc1ccccc1N1CCN(C(c2ccc(C)cc2)c2nnnn2C(C)C)CC1 (centres undefined)	-2.8	-1.1	-2.9	-2.2	6.0%	-0.1	31.4	29.9	2.9
O=C(CSCc1ccccc1)NC1CCSC1=O (centres undefined)	-13.6	-5.7	-0.7	-9.2	4.0%	0.1	-7.5	0.3	1.9
O=C1c2ccccc2C(=O)N1Cc1nc2ccccc2o1	-0.3	-1.6	-3.5	12.2	9.0%	1.0	1.2	-12.8	6.3
CCOc1ccc(NS(=O)(=O)c2ccc(OCC(=O)NCCCOC)cc2)cc1	-14.4	6.4	-1.2	3.5	2.0%	0.1	8.4	1.1	0.5
CCN1CCN(C(c2ccccc2)c2sc3nc(C)nn3c2O)CC1 (centres undefined)	-15.2	-2.0	-3.2	-21.6	6.0%	-0.6	4.4	-9.8	-8.3
O=C(CSc1nc2ccccc2n1CC(=O)N1CCCC1)NCc1ccc2c(c1)OCO2	1.5	13.5	-3.1	-12.2	2.0%	-0.4	-6.0	-34.2	-1.4
Cc1nnc(N2CCOCC2)c2ccccc12	-10.9	-16.2	-0.6	2.3	1.0%	-0.4	·	3.5	-0.8
COCCn1nnnc1C(c1cc2ccc(C)cc2[nH]c1=O)N(Cc1ccco1)Cc1cccs1 (centres undefined)	-16.7	5.0	-1.4	-2.6	5.0%	-0.2	3.6	30.8	-3.8
CCOc1ccc(Cn2nnc(C(=O)NCCc3ccccc3)c2N)cc1	41.0	8.2	-2.9	13.0	7.0%	-0.3	-12.1	6.7	-1.9
Cc1cc(N2CCCC2=O)c(N)cc1N	3.0	-10.2	2.0	-11.9	4.0%	0.3	-22.7	-10.2	-2.0
COc1ccc(N2C(=O)CCC(C(=O)N(C)C3CCCCC3)C2c2ccc(OC)c(OC)c2)cc1 (centres undefined)	-4.3	-1.4	-1.5	8.0	2.0%	-0.8	-3.5	-3.0	0.9
c1ccc(Cn2ncc3ccccc32)cc1	-12.6	-7.8	1.1	-3.3	13.0%	0.2	-1.8	-1.3	7.2
COc1cc(OC)c(C2N(C)c3ccccc3N2C)cc1OC	9.2	12.4	-0.5	10.1	3.0%	0.4	-9.3	-22.6	9.1
COc1cc(NC(=O)c2cccs2)ccc1NC(=O)c1ccco1	10.5	-4.0	0.9	-1.0	0.0%	-0.1	-13.1	1.3	-0.9
O=C(CSc1nnc(-c2ccc(F)cc2)o1)N1CCN(C(=O)c2ccco2)CC1	-13.8	3.9	-2.6	9.7	5.0%	0.5	-7.3	-23.7	2.3
O=C(Nc1ccc2c(c1)nc1n2CCOC1)C1CCCCC1	23.7	-4.2	-2.5	29.7	1.0%	-1.0	11.7	-4.2	4.8
O=C(Cn1cnc2c(oc3ccccc32)c1=O)NCC1CCCO1 (centres undefined)	-12.3	0.0	0.0	7.1	0.0%	0.5	3.0	-14.9	4.5
O=C1c2ccccc2C(=O)N1CCC(=O)N1CCc2ccccc21	1.2	1.4	-1.2	4.6	2.0%	0.3	-3.2	-2.7	-0.4
c1ccc(-c2nnc(OCCN3CCOCC3)c3ccccc23)cc1	-14.2	-4.8	1.3	18.4	0.0%	0.0	·	20.0	-1.9
Cc1cc(C)cc(NC(=O)C2CCCC2)c1	-0.4	-2.8	-2.3	-2.8	5.0%	-0.9	-10.4	-2.3	-1.4
CCc1ccccc1NC(=O)c1ccc(F)c(S(=O)(=O)N2CCC(C(N)=O)CC2)c1	-10.4	2.2	0.6	4.8	2.0%	0.8	-5.7	2.9	2.3
COc1ccc(-n2nnc3c(=O)n(CC(=O)N4CCC(C)CC4)cnc32)cc1	-4.3	-1.6	1.3	-14.1	7.0%	0.1	-9.1	-5.5	-1.7
CC1(C)CC(=O)C=C(NC2CCS(=O)(=O)C2)C1 (centres undefined)	1.8	-1.7	-0.6	3.0	2.0%	-0.8	-9.8	3.6	4.3
Cc1sc(-n2c(C)ccc2C)c(C#N)c1C	-6.3	-2.9	0.3	11.4	7.0%	-1.0	·	-7.5	1.3
O=C(NCc1ccc(N2CCCC2=O)cc1)Nc1cccc(Cl)c1	-5.1	6.9	-0.1	-7.8	6.0%	-0.5	7.7	8.9	-11.8
O=C(c1ccco1)N1CCN(C(=O)c2cnn3cccnc23)CC1	-11.4	10.9	-2.1	-8.0	4.0%	-1.0	3.9	-9.1	-5.4
O=C(CSc1nnc(-c2ccc3c(c2)OCCO3)o1)N1CCCC1	42.0	3.6	-2.1	49.8*	3.0%	-1.1	-11.9	-10.2	-1.8
c1ccc(-c2nc3c4ccccc4nc(N4CCN(c5ccccn5)CC4)n3n2)cc1	13.5	-0.3	-3.1	-6.0	10.0%	-1.5	-15.3	-14.2	-3.3
CCCNC(=O)c1c(N)n(-c2cc(OC)cc(OC)c2)c2nc3ccccc3nc12	-9.7	-14.5	30.5*	-15.6	4.0%[fluoresces]	12.1*	-45.1	4.3	-177.4[fluorescence artefact?]
Cc1[nH]c2ccccc2c1C(=O)CN1CCCCC1CCO (centres undefined)	9.9	-7.9	-1.5	-7.8	7.0%	-0.3	0.8	-15.9	-2.2
CCNC(=O)NC(C(=O)OC)C12CC3CC(CC(C3)C1)C2 (centres undefined)	0.7	7.4	-4.1	-4.1	0.0%	-0.6	-4.7	-5.0	-2.2
O=C(c1oc(=O)c2ccccc2c1-c1ccccc1)N1CCOCC1	-16.8	6.5	-0.1	1.0	2.0%	-0.1	-9.0	-25.5	-1.5
O=C(CSc1ncnc2c1cnn2-c1ccccc1)Nc1ccccc1	-4.3	2.8	-2.1	-19.1	5.0%	-0.3	7.0	10.2	2.9
COC(=O)n1c(SC)nc2ccccc21	-16.3	8.1	-1.2	-3.7	6.0%	0.1	-5.4	3.8	1.0
Clc1ccc(Cc2nnc(-c3cccs3)o2)cc1	40.3	-5.5	-2.3	59.5*	6.0%	-1.1	9.9	6.1	-1.1
Cn1c(/N=C/c2ccc3c(c2)OCO3)nc2ccccc21	4.7	-7.6	-3.0	9.7	9.0%[fluoresces]	-0.4	-5.3	-25.2	-7.8
O=C(NC1=NCCS1)c1cc2ccccc2o1	1.3	8.6	-2.4	-1.4	3.0%	-0.3	-1.9	0.3	-7.7
CC1(C)CC(=O)c2sc(NC(=O)CN3CCCCC3)nc2C1	-2.4	-1.1	-0.1	8.1	2.0%	0.3	-12.8	-4.7	4.6

Screening data from PubChem BioAssay.
